From PubChem BioAssay
GSTO1 counter: blocks human GSTO1 in RBBP9 counter-screen | recombinant GSTO1, activity-based probe fluorescence polarization | hit rate 1.1% among 300,000 | P78417 | inhibition, % at 5.96 µM;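 active means inhibition above the campaign mean inhibition plus 3 SD, cut at about 35% in these data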;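 further: 0% = GSTO1-1 with DMSO and 100% = wells lacking GSTO1-1 enzyme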
Target sequence (P78417 whole entry, looked up): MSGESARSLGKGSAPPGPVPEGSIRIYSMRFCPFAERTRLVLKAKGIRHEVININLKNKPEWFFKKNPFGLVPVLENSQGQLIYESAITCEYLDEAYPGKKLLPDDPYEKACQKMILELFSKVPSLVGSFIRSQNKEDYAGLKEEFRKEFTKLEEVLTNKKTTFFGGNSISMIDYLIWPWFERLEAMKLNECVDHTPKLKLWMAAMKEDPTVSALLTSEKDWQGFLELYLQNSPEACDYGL
PAD4 inh: blocks human protein arginine deiminase 4; hit rate 0.41% among 330,000; AID 485272; recombinant PAD4, RCA probe fluorescence polarization; inhibition, % at 6.36 µM; Q9UM07;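 active means percent inhibition above a cutoff equal to the mean of all tested compounds plus 3 SD, cut at about 15% in these data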;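 further: 0% = PAD4 with RCA probe and DMSO and 100% = probe without PAD4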
PAFAH1B2 FP inh: PAFAH1B2 (human) inhibition; P68402; recombinant PAFAH1B2, FP-rhodamine activity probe, fluorescence polarization; inhibition, % at 3.39 µM; hit rate 1.2% among 340,000; AID 492953;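 active means inhibition above the mean of all tested compounds plus 3 SD, cut at about 24% in these data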;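 further: 0% = enzyme with DMSO and 100% = wells lacking PAFAH1B2; many of its hits are not listed in these tables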
Target sequence (P68402 whole entry, looked up): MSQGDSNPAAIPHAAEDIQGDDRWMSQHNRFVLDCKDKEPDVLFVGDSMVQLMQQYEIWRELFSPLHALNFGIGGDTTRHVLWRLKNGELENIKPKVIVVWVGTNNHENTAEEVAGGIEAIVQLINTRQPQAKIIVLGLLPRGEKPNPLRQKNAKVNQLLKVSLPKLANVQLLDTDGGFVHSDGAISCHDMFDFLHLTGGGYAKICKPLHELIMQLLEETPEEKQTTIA
pPAFAH FP inh: pPAFAH (human) enzyme inhibition; Q13093; inhibition, % at 3.39 µM; recombinant pPAFAH, FP-rhodamine probe fluorescence polarization; hit rate 1.5% among 330,000;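 active means inhibition above the mean inhibition across the screen plus 3 SD, cut at about 25% in these data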;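 further: inhibitors block binding of the rhodamine activity-based probe so polarization drops; 0% = enzyme with DMSO and 100% = wells lacking pPAFAH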
PAFAH1B3 FP inh: inhibitors of human PAFAH1B3 | inhibition, % at 3.39 µM | hit rate 0.28% among 340,000 | recombinant PAFAH1B3, FP-rhodamine probe, fluorescence polarization;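 active means inhibition above the screen-wide average of all tested compounds plus 3 SD, cut at about 25% in these data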;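 further: 0% = enzyme with DMSO only and 100% = wells lacking PAFAH1B3 protein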
Fam108B inh: Fam108B inhibition, counter-screen for RBBP9 inhibitors | AID 1947 | hit rate 0.33% among 300,000 | recombinant Fam108B, FP-Rh probe fluorescence polarization | inhibition, % at 9.51 µM;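 active means inhibition above the screen mean inhibition plus 3 SD, computed separately per campaign, cut at about 18% in these data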;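 further: inhibitors lower polarization as less probe binds the enzyme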
PAFAH2 FP inh: inhibitors of human PAFAH2 | hit rate 0.99% among 340,000 | inhibition, % at 3.39 µM | Q99487 | recombinant PAFAH2, FP-rhodamine activity probe, fluorescence polarization;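 active means inhibition above the mean over all tested compounds plus 3 SD, cut at about 30% in these data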;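 further: inhibitors block probe labeling of enzyme so polarization drops; 0% = enzyme with DMSO and 100% = wells lacking PAFAH2 protein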
LYPLA1 inh: blocks human lysophospholipase 1, a PME1 counter-screen; O75608; recombinant LYPLA1, FP-Rh probe fluorescence polarization; inhibition, % at 5.9 µM; hit rate 0.16% among 320,000;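 active means inhibition above the mean of all tested compounds plus 3 SD, set per campaign, cut at about 14% in these data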;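 further: inhibitors block serine hydrolase probe labeling of LYPLA1 so polarization falls; 0% = enzyme with DMSO and 100% = wells lacking LYPLA1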
PME-1 primary: blocks human protein phosphatase methylesterase 1. recombinant PME-1, FP-Rh probe fluorescence polarization. inhibition, % at 5.9 µM. hit rate 0.53% among 320,000. AID 2130;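 active means inhibition above the campaign mean of all compounds plus 3 SD, cut at about 26% in these data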;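 further: competitive labeling of PME-1 active site by serine hydrolase directed probe; 0% = PME-1 with DMSO and 100% = wells lacking PME-1 enzyme; inhibitors block probe labeling so polarization falls and inhibition rises; many of its hits are not listed in these tables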
Target sequence (Q9Y570 whole entry, looked up): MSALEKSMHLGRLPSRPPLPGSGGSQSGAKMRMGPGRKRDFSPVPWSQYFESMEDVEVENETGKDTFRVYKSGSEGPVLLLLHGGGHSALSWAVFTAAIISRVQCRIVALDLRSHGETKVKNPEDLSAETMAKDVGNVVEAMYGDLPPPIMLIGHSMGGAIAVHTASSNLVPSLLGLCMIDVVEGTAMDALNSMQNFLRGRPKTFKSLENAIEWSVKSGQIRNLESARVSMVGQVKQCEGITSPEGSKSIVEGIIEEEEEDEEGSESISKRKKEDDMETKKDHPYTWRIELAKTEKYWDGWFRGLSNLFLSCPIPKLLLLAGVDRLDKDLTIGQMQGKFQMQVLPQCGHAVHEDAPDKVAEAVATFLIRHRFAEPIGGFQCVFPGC
An asterisk follows results filed as active. An excerpt; count on the stated rates, not on these rows.

For CC(C)(C)Cc1nnc(NC(=O)CCc2ccccc2)s1 the results were GSTO1 counter -0.3, PAD4 inh 2.2, PAFAH1B2 FP inh -0.5, pPAFAH FP inh 8.3, PAFAH1B3 FP inh -4.0, Fam108B inh 1.4, PAFAH2 FP inh 1.8, LYPLA1 inh 0.0 and PME-1 primary -0.6.
`C=CCn1c(SCC(=O)Nc2c(C)n(C)n(-c3ccccc3)c2=O)nc2scc(-c3ccccc3)c2c1=O` gave GSTO1 counter 0.2, PAD4 inh -2.1, PAFAH1B2 FP inh 2.2, pPAFAH FP inh 9.4, PAFAH1B3 FP inh -1.1, Fam108B inh 1.6, PAFAH2 FP inh 1.8, LYPLA1 inh -1.6 and PME-1 primary -3.2.
`Cc1cc(NC(=O)CCC2CCCC2)no1` gave GSTO1 counter -8.2, PAD4 inh 1.9, PAFAH1B2 FP inh -0.6, pPAFAH FP inh 3.7, PAFAH1B3 FP inh 2.0, Fam108B inh -0.7, PAFAH2 FP inh 6.5, LYPLA1 inh 0.9 and PME-1 primary 2.5.
Cc1cccc(C)c1-n1nnnc1C(C)(C)N1CCN(N=O)CC1 was read as GSTO1 counter -8.0, PAD4 inh 2.5, PAFAH1B2 FP inh 0.7, pPAFAH FP inh -5.8, PAFAH1B3 FP inh 2.6, Fam108B inh 1.4, PAFAH2 FP inh 9.0, LYPLA1 inh -0.2 and PME-1 primary -0.2.
Screening O=C(NCCc1nc2ccccc2[nH]1)/C(=C/c1ccc2c(c1)OCO2)NC(=O)c1ccccc1 returned GSTO1 counter -1.5, PAD4 inh 0.6, PAFAH1B2 FP inh -0.8, pPAFAH FP inh -1.1, PAFAH1B3 FP inh 6.0, Fam108B inh -4.0, PAFAH2 FP inh -9.6, LYPLA1 inh 0.6 and PME-1 primary 4.1.
Screening Cc1cc(OCC(=O)Nc2ccc(CN3CCOCC3)cc2)c2c(C)c(C)c(=O)oc2c1 returned GSTO1 counter -7.8, PAD4 inh 2.3, PAFAH1B2 FP inh 2.1, pPAFAH FP inh -0.6, PAFAH1B3 FP inh 3.2, Fam108B inh -7.1, PAFAH2 FP inh -6.9, LYPLA1 inh -1.4 and PME-1 primary -0.6.
For COc1ccc(CNC(=O)N2CCc3ccccc3C2)cc1 the results were GSTO1 counter 14.7, PAD4 inh -2.2, PAFAH1B2 FP inh 6.2, pPAFAH FP inh 2.5, PAFAH1B3 FP inh -3.5, Fam108B inh -4.0, PAFAH2 FP inh -9.0, LYPLA1 inh -4.3 and PME-1 primary 0.6.
`CCOC(=O)C(NC(C)=O)C(O)c1ccc([N+](=O)[O-])cc1` (centres undefined) gave GSTO1 counter -13.3, PAD4 inh -8.9, PAFAH1B2 FP inh 3.4, pPAFAH FP inh 3.9, PAFAH1B3 FP inh 0.2, Fam108B inh -1.1, PAFAH2 FP inh 7.5, LYPLA1 inh 4.3 and PME-1 primary -7.7.
`CC(C)Oc1ccc(N2C(=O)c3ccccc3C2=O)cc1` gave GSTO1 counter 4.1, PAD4 inh -2.5, PAFAH1B2 FP inh 4.2, pPAFAH FP inh 2.5, PAFAH1B3 FP inh 6.0, Fam108B inh 2.8, PAFAH2 FP inh 1.4, LYPLA1 inh 3.0 and PME-1 primary -0.6.
O=c1c2oc3ccccc3c2ncn1Cc1ccc(Cl)cc1 was read as GSTO1 counter 0.6, PAD4 inh 4.2, PAFAH1B2 FP inh 0.3, pPAFAH FP inh 7.8, PAFAH1B3 FP inh 5.3, Fam108B inh -7.2, PAFAH2 FP inh -3.5, LYPLA1 inh 4.9 and PME-1 primary -3.2.
Screening CC(NC(=O)/C(=C\c1ccco1)NC(=O)c1ccco1)C(=O)O (centres undefined) returned GSTO1 counter 4.7, PAD4 inh 2.1, PAFAH1B2 FP inh -0.7, pPAFAH FP inh 7.8, PAFAH1B3 FP inh 5.1, Fam108B inh 3.7, PAFAH2 FP inh -1.8, LYPLA1 inh 4.5 and PME-1 primary -0.2.
Screening CCOc1ccc(NC(=O)CSc2nc3ccccc3c(=O)n2CCNC(C)=O)cc1 returned GSTO1 counter 3.6, PAD4 inh -4.4, PAFAH1B2 FP inh 0.8, pPAFAH FP inh -6.2, PAFAH1B3 FP inh 8.0, Fam108B inh -0.1, PAFAH2 FP inh -0.5, LYPLA1 inh 3.7 and PME-1 primary -6.8.
CCCN(CCC)CCCNC(=O)c1ccc2c(Cl)c3c(nc2c1)CCC3 was read as GSTO1 counter -5.0, PAD4 inh 4.0, PAFAH1B2 FP inh 2.2, pPAFAH FP inh -0.8, PAFAH1B3 FP inh 3.1, Fam108B inh 9.3, PAFAH2 FP inh 1.1, LYPLA1 inh -3.6 and PME-1 primary -1.9.
`Cc1cc(Cl)ccc1OCC(=O)N[C@@H](Cc1ccccc1)c1nc2ccccc2[nH]1` gave GSTO1 counter -3.4, PAD4 inh -3.6, PAFAH1B2 FP inh 7.1, pPAFAH FP inh -2.3, PAFAH1B3 FP inh -0.5, Fam108B inh -1.0, PAFAH2 FP inh -13.7, LYPLA1 inh -2.7 and PME-1 primary 2.9.
For COC(=O)C1=C(N)Oc2cc(C)n(CCc3ccccc3)c(=O)c2C1c1cccnc1 (centres undefined) the results were GSTO1 counter 2.3, PAD4 inh -4.5, PAFAH1B2 FP inh 5.3, pPAFAH FP inh 2.3, PAFAH1B3 FP inh 0.6, Fam108B inh 0.3, PAFAH2 FP inh 4.2, LYPLA1 inh 0.8 and PME-1 primary 1.7.
`Cc1ccc(Cn2ccc(NC(=O)C3C4CCC(C4)C3C(=O)O)n2)cc1` (centres undefined) gave GSTO1 counter 0.8, PAD4 inh 3.6, PAFAH1B2 FP inh 2.9, pPAFAH FP inh 5.1, PAFAH1B3 FP inh 11.2, Fam108B inh -0.8, PAFAH2 FP inh 1.2, LYPLA1 inh 3.9 and PME-1 primary -3.9.
Screening O=C(CN1CCN(c2ccc(F)cc2)CC1)Nc1cc(C(F)(F)F)ccc1Cl returned GSTO1 counter -1.5, PAD4 inh -0.9, PAFAH1B2 FP inh -2.0, pPAFAH FP inh 2.0, PAFAH1B3 FP inh -1.1, Fam108B inh 2.8, PAFAH2 FP inh 3.5, LYPLA1 inh 0.5 and PME-1 primary -5.1.
`COc1ccc(S(=O)(=O)N(C)C[C@H]2Oc3c(NC(=O)Nc4c(C)noc4C)cccc3C(=O)N([C@H](C)CO)C[C@@H]2C)cc1` gave PAD4 inh 5.3, PAFAH1B2 FP inh 3.1, pPAFAH FP inh 5.0, PAFAH1B3 FP inh 15.0 and PAFAH2 FP inh 0.7.
Cc1ccccc1N(C(=O)CCCC(=O)Nc1ccccn1)C(C(=O)NC1CCCC1)c1ccc(O)cc1 (centres undefined) was read as GSTO1 counter 0.6, PAD4 inh -4.5, PAFAH1B2 FP inh 4.7, pPAFAH FP inh -0.1, PAFAH1B3 FP inh 1.6, Fam108B inh -0.1, PAFAH2 FP inh -5.1, LYPLA1 inh 2.0 and PME-1 primary -1.1.
`Cc1cc(C)n(CC(=O)NC2C(=O)N3C(C(=O)O)=C(CSc4nnc(C)s4)CSC23)n1` (centres undefined) gave GSTO1 counter 6.3, PAD4 inh -0.2, PAFAH1B2 FP inh 0.5, pPAFAH FP inh -0.7, PAFAH1B3 FP inh 5.1, Fam108B inh 2.2, PAFAH2 FP inh 3.3, LYPLA1 inh 0.9 and PME-1 primary 6.6.
Screening O=C1C2C(c3ccccc3)CC=CC2[C@H](c2ccoc2)N1Cc1ccccc1 (some centres undefined) returned GSTO1 counter 3.4, PAD4 inh -1.7, PAFAH1B2 FP inh 4.9, pPAFAH FP inh -0.5, PAFAH1B3 FP inh 10.1, Fam108B inh 6.4, PAFAH2 FP inh 2.2, LYPLA1 inh -0.9 and PME-1 primary 2.3.
`Cc1ccc(NC(=O)CCCc2ccccc2)nc1` gave GSTO1 counter 8.8, PAD4 inh -0.1, PAFAH1B2 FP inh 1.9, pPAFAH FP inh 0.8, PAFAH1B3 FP inh 6.1, Fam108B inh 4.0, PAFAH2 FP inh -10.1, LYPLA1 inh 0.9 and PME-1 primary 2.0.
For CCOC(=O)c1c(C)[nH]c(C(=O)/C(C#N)=C/c2ccc(OC)c(OC)c2)c1C the results were GSTO1 counter -10.6, PAD4 inh -2.1, PAFAH1B2 FP inh 3.3, pPAFAH FP inh 1.9, PAFAH1B3 FP inh 3.7, Fam108B inh -4.5, PAFAH2 FP inh 7.3, LYPLA1 inh -5.0 and PME-1 primary -2.2.
`CCOc1ccc(Br)cc1S(=O)(=O)Nc1cccc(S(=O)(=O)Nc2ccccc2C(=O)O)c1` gave PAD4 inh -9.1, PAFAH1B2 FP inh 0.9, pPAFAH FP inh 5.2, PAFAH1B3 FP inh 0.3 and PAFAH2 FP inh 19.6.
For O=C(N/N=C/c1ccccn1)c1cc(-c2ccc3ccccc3c2)n[nH]1 the results were GSTO1 counter -45.9, PAD4 inh -3.7, PAFAH1B2 FP inh -4.4, pPAFAH FP inh 0.7, PAFAH1B3 FP inh 4.4, Fam108B inh -24.0, PAFAH2 FP inh -33.6, LYPLA1 inh -36.0 and PME-1 primary -32.9.
CCN1CCN(c2ccc(S(=O)(=O)N3CCOCC3)cc2NC(=O)/C=C/c2cccc(OC)c2OC)CC1 was read as GSTO1 counter 1.2, PAD4 inh -1.8, PAFAH1B2 FP inh 3.2, pPAFAH FP inh -2.1, PAFAH1B3 FP inh 1.9, Fam108B inh 4.1, PAFAH2 FP inh -4.5, LYPLA1 inh -0.7 and PME-1 primary 0.3.

An excerpt from the list above:
`Cc1ccc(Cn2ccc(NC(=O)C3C4CCC(C4)C3C(=O)O)n2)cc1` (centres undefined) gave GSTO1 counter 0.8, PAD4 inh 3.6, PAFAH1B2 FP inh 2.9, pPAFAH FP inh 5.1, PAFAH1B3 FP inh 11.2, Fam108B inh -0.8, PAFAH2 FP inh 1.2, LYPLA1 inh 3.9 and PME-1 primary -3.9.
Screening O=C(CN1CCN(c2ccc(F)cc2)CC1)Nc1cc(C(F)(F)F)ccc1Cl returned GSTO1 counter -1.5, PAD4 inh -0.9, PAFAH1B2 FP inh -2.0, pPAFAH FP inh 2.0, PAFAH1B3 FP inh -1.1, Fam108B inh 2.8, PAFAH2 FP inh 3.5, LYPLA1 inh 0.5 and PME-1 primary -5.1.
`COc1ccc(S(=O)(=O)N(C)C[C@H]2Oc3c(NC(=O)Nc4c(C)noc4C)cccc3C(=O)N([C@H](C)CO)C[C@@H]2C)cc1` gave PAD4 inh 5.3, PAFAH1B2 FP inh 3.1, pPAFAH FP inh 5.0, PAFAH1B3 FP inh 15.0 and PAFAH2 FP inh 0.7.
Cc1ccccc1N(C(=O)CCCC(=O)Nc1ccccn1)C(C(=O)NC1CCCC1)c1ccc(O)cc1 (centres undefined) was read as GSTO1 counter 0.6, PAD4 inh -4.5, PAFAH1B2 FP inh 4.7, pPAFAH FP inh -0.1, PAFAH1B3 FP inh 1.6, Fam108B inh -0.1, PAFAH2 FP inh -5.1, LYPLA1 inh 2.0 and PME-1 primary -1.1.
`Cc1cc(C)n(CC(=O)NC2C(=O)N3C(C(=O)O)=C(CSc4nnc(C)s4)CSC23)n1` (centres undefined) gave GSTO1 counter 6.3, PAD4 inh -0.2, PAFAH1B2 FP inh 0.5, pPAFAH FP inh -0.7, PAFAH1B3 FP inh 5.1, Fam108B inh 2.2, PAFAH2 FP inh 3.3, LYPLA1 inh 0.9 and PME-1 primary 6.6.
